NRP1-CendR mod: modulators of CendR peptide binding to NRP-1, primary screen, biochemical, fluorescence polarization, uHTS. Neuropilin-1 (Homo sapiens), O14786. FAM-RPARPAR peptide binding to NRP-1. inhibition, % at 25 µM. 360,000 compounds, 0.85% hits;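 active means inhibition or corrected inhibition above about 18%, plus a signal ratio from 0.5 to 1.5, limit read from the data, passing the limit was not always enough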; further: strong numbers were not always called active
MsrA inh: bovine MsrA enzyme inhibitors, primary screen, biochemical, absorbance, HTS | Methionine sulfoxide reductase A (Bos taurus) | purified bovine MsrA, absorbance read-out | inhibition, % at 15.5 µM | 360,000 compounds, 0.75% hits; in the data active means inhibition above about 4.5%;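 further: 0% = vehicle wells with enzyme and 100% = reference inhibitor wells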
bovine MsrA act: bovine MsrA enzyme activators, primary screen, biochemical, absorbance, HTS; Methionine sulfoxide reductase A (Bos taurus); purified bovine MsrA, absorbance read-out; activation, % at 10.6 µM; 360,000 compounds, 0.3% hits; in the data active means activation above about 7.5%;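 further: 0% = vehicle and 100% = reference activator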
FAS TE block: FAS thioesterase domain inhibitors, primary screen, biochemical, fluorescence intensity, uHTS. Fatty acid synthase (Homo sapiens), P49327. recombinant FAS-TE, OMFH fluorogenic substrate, fluorescence endpoint. inhibition, % at 15 µM. 360,000 compounds, 0.67% hits. AID 602261, 2012;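 active means compounds whose normalised, plate-corrected inhibition of enzyme fluorescence in the single-dose primary screen is 50% or more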;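 further: 0% = DMSO with enzyme and 100% = substrate without enzyme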
SKN-1 inh: suppressors of acrylamide-induced Pgst-4::GFP reporter in worms, primary screen, SKN-1 inhibitor project, whole organism, uHTS, GFP/RFP fluorescence ratio, strain VP596 | 360,000 compounds, 0.49% hits | inhibition, % at 21.8 µM | C. elegans VP596 Pgst-4::GFP/RFP ratio, 24 h;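 active means interference check ratio from 0.5 to 1.5 plus GFP to RFP signal ratio inhibition reaching or exceeding a fixed threshold, cut at about 30% in these data, passing the limit was not always enough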; further: some compounds called inactive have numbers as strong as hits
E coli Lon inh: inhibitors of E. coli Lon protease, primary screen, biochemical, fluorescence polarization. P0A9M0. purified E. coli Lon protease. inhibition, % at 7.94 µM. 360,000 compounds, 0.42% hits; in the data active means inhibition above about 13%, passing the limit was not always enough;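 further: 0% = enzyme with probe and DMSO and 100% = no enzyme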
Target sequence (P0A9M0 whole entry, looked up): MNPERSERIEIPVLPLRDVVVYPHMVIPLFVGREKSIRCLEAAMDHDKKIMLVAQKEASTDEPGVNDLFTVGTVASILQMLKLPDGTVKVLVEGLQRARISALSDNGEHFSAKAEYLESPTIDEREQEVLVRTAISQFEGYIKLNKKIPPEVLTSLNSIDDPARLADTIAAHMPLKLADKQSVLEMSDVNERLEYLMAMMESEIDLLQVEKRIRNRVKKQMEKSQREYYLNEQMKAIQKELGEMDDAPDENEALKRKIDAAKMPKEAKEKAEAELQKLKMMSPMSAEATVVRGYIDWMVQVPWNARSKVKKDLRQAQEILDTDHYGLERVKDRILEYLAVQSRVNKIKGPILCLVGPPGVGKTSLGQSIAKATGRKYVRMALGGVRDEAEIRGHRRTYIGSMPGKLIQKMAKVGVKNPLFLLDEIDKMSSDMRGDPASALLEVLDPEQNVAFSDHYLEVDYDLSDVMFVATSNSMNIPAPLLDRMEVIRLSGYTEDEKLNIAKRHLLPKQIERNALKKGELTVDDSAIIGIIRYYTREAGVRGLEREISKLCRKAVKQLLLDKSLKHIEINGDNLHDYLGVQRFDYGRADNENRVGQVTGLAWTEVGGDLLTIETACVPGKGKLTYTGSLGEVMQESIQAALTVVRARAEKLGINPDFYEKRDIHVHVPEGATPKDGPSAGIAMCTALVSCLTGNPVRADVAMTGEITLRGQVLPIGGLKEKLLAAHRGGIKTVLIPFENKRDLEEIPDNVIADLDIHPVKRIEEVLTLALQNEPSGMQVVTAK
MT1-MMP act inh: blockers of MT1-MMP proenzyme processing, primary screen, HT1080 RFP-PRO-GFP cells, GFP/RFP fluorescence | GFP/RFP ratio change, % at 20 µM | GFP/RFP ratio fluorescence, overnight; percent of plate control window, DMSO zero | 360,000 compounds, 0.061% hits | Matrix metalloproteinase-14 (Homo sapiens), P50281 | AID 651647, 2012;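 active means GFP/RFP ratio change of at least 30% with cell ATP level not reduced by more than half and red fluorescence within 50% of control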; further: strong numbers were not always called active
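system = RFP-PRO-GFP reporter HT1080 cells | dosing = 20 µM single dose, 1% DMSO | timing = overnight cell settling, then overnight compound exposure, 37 °C, 5% CO2 | read-out basis = GFP/RFP fluorescence ratio | controls = DMSO and RFP-L50D-GFP cell wells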
MLLE-PAM2 inh: inhibitors of PABP1 MLLE–PAM2 peptide binding, primary screen, biochemical, fluorescence polarization, FITC-PAM2, GST-MLLE. inhibition, % at 20 µM. 360,000 compounds, 0.36% hits. Polyadenylate-binding protein 1 (Homo sapiens), P11940; in the data active means inhibition above about 35%, passing the limit was not always enough;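 further: plate controls were DMSO wells with GST-MLLE for no effect and wells lacking GST-MLLE protein for full effect; some results filed as inactive read as strong as hits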
Tb MetRS inh: T. brucei MetRS inhibitors, primary screen, biochemical, luminescence | inhibition, % at 11.9 µM | methionyl-tRNA synthetase (Trypanosoma brucei brucei) | 360,000 compounds, 0.4% hits | purified T. brucei MetRS, ATP depletion, Kinase-Glo luminescence;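 active means inhibition above a per-plate cutoff of the control wells' mean inhibition plus 3 SD, cut at about 5.5% in these data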;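 further: 0% = DMSO wells median and 100% = median of wells with control inhibitor compound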
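Dosing: 11.9 µM compound single dose, 0.9% DMSO; Assay system: purified T. brucei MetRS enzyme; Measured by: Kinase-Glo luciferase luminescence reporting remaining unconsumed ATP; Schedule: 15 min plus 2 h at 25 °C.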
* = called active by the depositor; / = no result given.

SMILES | NRP1-CendR mod | MsrA inh | bovine MsrA act | FAS TE block | SKN-1 inh | E coli Lon inh | MT1-MMP act inh | MLLE-PAM2 inh | Tb MetRS inh
CN(CC(=O)Nc1ccc(F)cc1)C(=O)COC(=O)c1cccc(N(C)C)c1 | -10.4 | 1.2 | -2.1 | -2.6 | -3.4 | -4.3 | 4.7 | -10.4 | -0.1
FC(F)(F)c1ccc2c3n(nc2c1)CCN=C3c1ccc(Cl)cc1 | -5.1 | 1.7 | -1.7 | 10.3 | 26.1 | -9.2 | 2.5 | 8.4 | -0.2
O=C(CCN1C(=O)[C@@H]2Cc3ccccc3CN2C1=O)N[C@H](Cc1ccccc1)C(=O)O | 3.1 | -0.4 | -1.8 | -1.6 | 7.6 | -10.6 | 2.0 | 5.9 | 0.3
Cc1cccc(NC(=O)C(C)OC(=O)CNC(=O)C2CCCCC2)c1 (stereo unspecified) | -14.5 | -0.9 | -7.7 | -5.6 | 6.3 | 1.9 | / | 1.1 | -0.2
Cc1noc(C)c1C(=O)N1CCN(c2ncccn2)CC1 | 9.3 | -0.4 | -12.0 | -7.8 | -21.2 | -2.5 | 3.3 | -1.9 | -1.3
COc1ccc(/C=N/NC(=O)CNC(=O)c2ccc3c(c2)OCCO3)cc1OC | -2.6 | -0.3 | -2.0 | 3.0 | 12.6 | -2.3 | -0.1 | 9.3 | -0.5
COc1ccccc1Nc1nc(C2(C)CCC(=O)O2)cs1 (stereo unspecified) | 1.5 | 0.0 | -4.8 | -5.2 | 6.4 | -10.9 | 10.0 | -11.7 | -0.8
Brc1ccc(/C=N/Nc2ccc3ccccc3n2)cc1 | -5.1 | -0.7 | -12.7 | 12.5 | 45.2* | 0.9 | / | -25.9 | -1.5
O=[N+]([O-])c1ccc(/C=N/Nc2nc(-c3ccccc3)c3cc(Br)ccc3n2)o1 | -13.6 | -0.1 | -2.8 | -30.0 | -4.9 | -9.6 | -22.5 | -40.2 | -1.2
COc1ccccc1C1C(C(=O)c2cc3ccccc3o2)=C(O)C(=O)N1c1cc(C)on1 (stereo unspecified) | -4.1 | 1.0 | -3.6 | -3.6 | -5.9 | 2.9 | 3.1 | 2.5 | -0.3
Cc1cc(C)cc(N2CC(c3nc4ccccc4n3C)CC2=O)c1 (stereo unspecified) | 7.9 | -1.5 | -2.2 | -1.4 | 4.1 | 0.3 | -7.1 | -56.2 | 1.1
COc1ccc(NC(=O)CN(C)C(=O)c2cc3c(s2)CCCCC3)cc1 | 0.5 | 1.2 | -0.6 | 5.5 | 11.2 | -19.1 | 1.4 | -11.0 | 1.1
Cc1ccc(C=C2C(=O)c3ccccc3C2=O)s1 | -25.6 | -0.1 | -7.1 | -8.3 | 22.1 | -11.4 | 20.8 | -13.6 | -1.4
CCCC(=O)Nc1cc(OCC)c(NC(=O)NC2CCCCC2)cc1OCC | -2.2 | -1.1 | -3.5 | -6.8 | 5.9 | -2.3 | 8.6 | -6.7 | -0.4
Cc1cc(C)c(NC(=O)C2CSCCS2)c(C)c1 (stereo unspecified) | 2.7 | -0.4 | -1.6 | -5.3 | 2.5 | 3.9 | 0.4 | 3.8 | -0.2
NC(CO)(CO)COCc1ccccc1 | -9.2 | -0.1 | -2.1 | -2.4 | -2.1 | 7.9 | 0.6 | 9.9 | -0.8
CCN(CC)c1nc2c(c(=O)[nH]c(=O)n2C)n1CCCc1ccccc1 | -2.1 | -1.8 | -3.8 | 1.1 | -3.2 | 0.2 | 0.3 | 0.5 | -0.7
O/N=C(\c1ccccc1)C(O)c1ccccc1 (stereo unspecified) | 13.1 | -0.6 | -2.6 | -3.7 | -10.3 | -8.7 | -0.5 | 1.9 | -0.6
Cc1cc(C)c(C(=O)CSc2nnc(-c3ccccc3Br)o2)cc1C | -2.3 | 0.1 | -9.9 | -1.9 | -2.2 | -8.6 | -1.2 | -59.9 | -2.0
O=C(Nc1ccc(S(=O)(=O)N2CCCCC2)cc1)c1cccnc1Cl | -10.6 | -1.5 | 0.1 | 2.1 | 2.2 | -7.2 | -1.0 | -11.8 | -0.4
O=C(Nc1ccsc1C(=O)N1CCCC1)c1ccccc1 | 2.5 | 0.6 | -1.9 | 5.3 | 11.1 | 0.0 | -3.0 | -5.2 | -0.3
CC(=O)Nc1ccc(Oc2ccc3nc(C)[nH]c3c2)cc1 | 0.1 | -0.1 | -2.3 | -3.9 | 19.4 | 0.2 | 5.2 | 0.4 | -0.7
FC(F)(F)c1cc(-c2ccccc2)nc(-n2cncn2)n1 | -7.2 | -0.2 | -1.6 | -8.3 | -12.3 | -4.4 | 1.5 | -6.4 | -0.3
OCC1CCCC(n2cnc3c(=S)nc[nH]c32)O1 (stereo unspecified) | -1.6 | 1.6 | 2.3 | -7.3 | -3.3 | -8.4 | -0.1 | 31.0 | -0.6
CCSc1nc2ccccc2n1C(=O)Oc1ccccc1 | 13.3 | -0.4 | -4.4 | 14.3 | 14.4 | -6.1 | 3.5 | 6.7 | -0.1

Entries of single compounds, looked up by structure. Order of screens: NRP1-CendR mod	MsrA inh	bovine MsrA act	FAS TE block	SKN-1 inh	E coli Lon inh	MT1-MMP act inh	MLLE-PAM2 inh	Tb MetRS inh
CN(CC(=O)Nc1ccc(F)cc1)C(=O)COC(=O)c1cccc(N(C)C)c1 as listed: -10.4	1.2	-2.1	-2.6	-3.4	-4.3	4.7	-10.4	-0.1
OCC1CCCC(n2cnc3c(=S)nc[nH]c32)O1 (stereo unspecified) as listed: -1.6	1.6	2.3	-7.3	-3.3	-8.4	-0.1	31.0	-0.6
CCN(CC)c1nc2c(c(=O)[nH]c(=O)n2C)n1CCCc1ccccc1 as listed: -2.1	-1.8	-3.8	1.1	-3.2	0.2	0.3	0.5	-0.7
COc1ccccc1C1C(C(=O)c2cc3ccccc3o2)=C(O)C(=O)N1c1cc(C)on1 (stereo unspecified) as listed: -4.1	1.0	-3.6	-3.6	-5.9	2.9	3.1	2.5	-0.3

(list continues)
SMILES | NRP1-CendR mod | MsrA inh | bovine MsrA act | FAS TE block | SKN-1 inh | E coli Lon inh | MT1-MMP act inh | MLLE-PAM2 inh | Tb MetRS inh
CCOc1ccc(C(C(=O)NC(C)(C)C)N(CCOC)C(=O)CCC(=O)Nc2ccccn2)cc1 (stereo unspecified) | 5.2 | -0.1 | -1.2 | -1.5 | 7.5 | 10.1 | 0.0 | 1.3 | 0.0
COc1ccc(/C=N/NC(=O)Nc2cccc3nsnc23)cc1OC | -16.4 | -0.3 | -3.1 | -4.5 | 7.4 | -11.1 | -15.8 | -22.2 | 0.2
CCN(CC)CCn1c(=S)[nH]c2ccccc2c1=O | -2.3 | 0.1 | -1.6 | -5.7 | 9.9 | -6.6 | -2.2 | -25.7 | -0.1
CCC(=O)N/C(N)=N/c1nc(C)c2cc(C)c(C)cc2n1 | 3.8 | -0.8 | -2.4 | -7.3 | 15.4 | -5.4 | -5.8 | 3.9 | 0.6
COc1cccc(N(CC(=O)NC2CCCCC2)C(=O)CCC(=O)Nc2nc(C)cs2)c1 | -0.4 | 1.8 | -3.0 | 5.3 | -3.5 | 6.8 | 4.1 | -5.2 | 0.1
CC(CN1CCOCC1)(NS(=O)(=O)c1ccccc1)c1ccccc1 (stereo unspecified) | 13.4 | -0.9 | -1.6 | -2.9 | 11.1 | -4.7 | 3.9 | -2.5 | -0.2
c1ccc(NNC2=NCCS2)cc1 | 11.8 | 1.1 | -2.8 | -6.8 | -23.8 | 2.8 | 2.3 | 9.3 | -0.6
Cc1ccccc1-c1ncc(CN2CCN(C3CCCC3)C(CCO)C2)cn1 (stereo unspecified) | -1.7 | -1.3 | -2.4 | -5.8 | -4.7 | -11.1 | 2.1 | 12.1 | -0.3
Cc1ccc(NC(=O)CN(C)C(=O)COC(=O)CNS(=O)(=O)c2ccc(F)c(F)c2F)cc1 | 1.5 | -1.0 | -2.3 | -1.7 | 14.7 | -4.4 | 1.8 | 8.4 | -0.3
O=C1c2ccccc2C(=O)N1Cc1nc(-c2ccccc2)no1 | 5.0 | 0.1 | 1.6 | 8.5 | 20.8 | -5.2 | -1.6 | 5.2 | 0.6
CC(Oc1ccc(Cl)cc1Cl)C(=O)OCn1nnc2ccccc2c1=O (stereo unspecified) | -13.5 | 0.7 | -8.4 | 7.4 | 1.8 | 8.6 | -7.6 | -6.8 | 0.2
CN(Cc1cn(-c2ccccc2)nc1-c1ccc2c(c1)OCO2)Cc1nccn1C | -3.6 | -0.4 | -6.9 | 3.2 | 6.2 | 3.0 | -10.5 | 5.6 | -1.0
O=C(NCCN1CCOCC1)c1cc2ccccc2[nH]1 | -4.6 | 0.4 | -0.6 | -4.5 | 3.5 | 1.7 | 1.5 | 6.5 | 0.8
COc1cc(/C=N/N(CCO)C2=NS(=O)(=O)c3ccccc32)cc(OC)c1OC | -25.1 | 2.6 | -4.5 | 1.0 | 35.3* | 2.8 | -1.6 | 6.7 | 0.1
C/C(=N\Nc1ccc([N+](=O)[O-])cc1)c1ccc(-n2nncc2C(C)(C)C)cc1 | -8.1 | 2.0 | -2.1 | -16.0 | 10.8 | -8.3 | -24.4 | 20.6 | -0.3
COc1ccc(NC(=O)CSc2nnc(C)n2N)cc1S(=O)(=O)N1CCCCC1 | -1.3 | 0.3 | -3.1 | -1.9 | -0.8 | -1.9 | -1.4 | -42.8 | -0.2
O=C(CSc1ncccn1)N(Cc1cccnc1)C(CCc1ccccc1)c1nc2ccccc2[nH]1 (stereo unspecified) | -6.4 | 1.2 | 0.8 | -2.8 | 2.9 | -7.9 | -5.2 | -5.2 | 0.7
CCc1ccc(CN2CCC(N3CCC(C(=O)N4CCCC4)CC3)CC2)o1 | 14.4 | 1.1 | -1.5 | -4.8 | 19.7 | 4.0 | 0.8 | -0.6 | -0.7
COc1ccc(-c2noc(CN(C)Cc3ccc(C)o3)n2)cc1 | -3.3 | -0.5 | -2.5 | 0.6 | 5.2 | 5.3 | 0.0 | 3.2 | 2.0
O=C(CSc1nncs1)NC(=O)NC1CCCC1 | 16.8 | 0.5 | -4.9 | -8.4 | 2.8 | -13.7 | 1.6 | 10.4 | -0.6
O=C(O)C1CC=CCC1C(=O)NCCCN1CCCC1=O (stereo unspecified) | -6.5 | -0.7 | -2.5 | -6.4 | -6.9 | 5.5 | -1.2 | -10.3 | 0.2
CC(C)CCCCCCCCCCCCC(=O)NCC(=O)NC1C(O)C(O)C(Nc2ncnc3nc[nH]c23)OC1C(O)CO (stereo unspecified) | -2.7 | / | -10.5 | -9.6 | 16.6 | -0.9 | -53.6 | -1.9 | -0.4
O=C(COC(=O)[C@H](Cc1ccccc1)NC(=O)c1ccco1)Nc1ccccc1 | 9.5 | 1.5 | -3.4 | 0.0 | 10.7 | -4.9 | -0.5 | 8.4 | -0.2

High-throughput results deposited in PubChem by several laboratories.
